# Bioassay records as filed in PubChem.
# S3 lipid droplet = qHTS Assay for Lipid Storage Modulators in Drosophila S3 Cells. 0.64% of 320,000 active. Drosophila S3 cells, BODIPY lipid droplet fluorescence, 18-24 h; cells fed with added oleic acid. AID 2685. Potency in µM for hits, for the others lipid storage change, negative = inhibition, % at the top dose, mostly 46.1 µM; active means well fitted inhibition curve with a large enough effect in the signal ratio, with a control signal flat, not every such curve was filed as active; inconclusive means small, poorly fitted or top-dose-only effect, or effect the other way, or a change in a side signal; the % refers to the signal ratio
#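 Drosophila S3 cells loaded with oleic acid (400 uM, as added) and compounds at several concentrations; lipid droplets imaged by 488-nm laser-scanning cytometry, 500–530 nm intensity and object ratio to cell channel. Percent activity normalized to 20 uM Triacsin C.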
# S3 lipid droplet cell count max = further read-out of S3 lipid droplet, marked with its call; cell number change, %; measured here: cell count max response;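 cells counted by Cell Tracker Red CMTPX staining in the red channel; peak over a dose series mostly up to 46.1 µM; percent activity relative to internal control wells on each plate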
# Starred values were filed as active, the others as inactive; i = inactive; ? = inconclusive; . = not tested or not shown. On the % scale 0 is the no-effect control and ±100 the full control effect; potency means the concentration at half of the fitted maximal effect. Not all compounds are listed; rates above refer to the full screens.
structure	S3 lipid droplet cell count max	S3 lipid droplet
CCCn1c(=O)c2c(nc3n2CCCN3CCc2ccccc2)n(C)c1=O	1	-25%
NC(=O)c1ccc(N2CCN(c3ccccc3F)CC2)c([N+](=O)[O-])c1	-12	2%
COc1ccc(NC(=O)CSc2nncc3ccccc23)cc1	.	?
CC(C)COc1ccc(C(=O)NC(CC(C)C)C(=O)O)cc1 (stereo not given)	.	?
CC(NC(N)=O)C(=O)OCc1ccc(Cl)cc1Cl (stereo not given)	.	i
COC(=O)c1cccc2c1NC(=O)C2=O	.	?
COc1ccc(CN2CCN(C(=O)CN3C(=O)C4C5C=CC(C5)C4C3=O)CC2)c(OC)c1OC (stereo not given)	.	?
Cc1ccc2c(c1)CCCN2C(=O)c1ccc2c(c1)OCO2	.	?
COc1ccccc1OCc1ccc(C(=O)NN)o1	6	12%
CC(C)(C)OC(=O)C(Cc1ccc(OC(C)(C)C)cc1)NC(=O)CNC(=O)CNC(=O)OCc1ccccc1 (stereo not given)	0	-15%
Cc1ccc(C(=O)CN(CCCC(N)=O)C(=O)c2ccncc2)cc1	.	?
Cn1nnnc1SCC(=O)N1CCN(c2cccc(Cl)c2)CC1	.	?
C=C(C)Cn1c(CCNC(=O)CCC)nc2ccccc21	-14	i
CC(C)C(NS(=O)(=O)c1cccc2nsnc12)C(=O)Nc1nccs1 (stereo not given)	.	?
COc1ccc(-c2nnc(N)s2)cc1	-11	14%
c1ccc(CCc2nc(-c3ccncc3)no2)cc1	0	i
Cc1cccc2cc(C#N)c(SCC(=O)N3CC(=O)Nc4ccccc43)nc12	.	?
Cc1sc2nc(C(C)Sc3nnc(C)n3-c3ccccc3)[nH]c(=O)c2c1C (stereo not given)	.	?
Cc1ccc(-c2[nH]nc3c2C(C)C(C#N)=C(N)O3)cc1 (stereo not given)	.	?
COc1ccc(NC(=O)c2cc(S(=O)(=O)N3CCCC3)c[nH]2)cc1	.	?
COc1cc2c(cc1OC)CN(C(=O)c1ccc(OC)c(S(=O)(=O)N3CCOCC3)c1)CC2	.	?
COCCNC(=S)NNc1cccc(C(=O)O)c1	0	-3%
CCc1ccc(NC(=O)CSc2nc(=O)n(CCN(C)C)c3c2CCCC3)cc1	.	?
CCc1ccccc1-n1nnc(-c2ccccc2)n1	-9	-8%
COc1ccc(-c2noc(CN3CCN(c4ccccc4)CC3)n2)cc1	.	?
COc1cc(/C=C/C(=O)OCC(=O)Nc2cccc(Oc3ccccc3)c2)ccc1O	.	?
Clc1ccc(Nc2ncnc3c2nnn3Cc2ccccc2)cc1	5	1%
CC(NC(=O)Nc1nnc(C(F)(F)F)s1)N1C(=O)C2C3C=CC(C3)C2C1=O (stereo not given)	-12	-2%
CC1(C(=O)O)CCC(C(=O)N2CCCCC2)C1(C)C (stereo not given)	7	11%
Cc1ccc(N(CCC(=O)NC(C)(C)C)S(=O)(=O)c2ccc(C)cc2)cc1	.	?
CCOC(=O)c1c(NC(=O)CCl)sc(C(=O)N(CC)CC)c1C	.	?
COc1ccc(CNC(=O)C2CCN(S(=O)(=O)N3CCC4(CC3)OCCO4)CC2)c(OC)c1	.	?
CC1(C)Cc2c(cnn2-c2ccccc2)C(NC(=O)c2ccc[n+]([O-])c2)C1 (stereo not given)	1	i
CC[C@@H](C)C(NC(=O)OC(C)(C)C)c1cn([C@@H](CCCCNC(=O)OC(C)(C)C)C(=O)N2CCN(C(=O)OC(C)(C)C)CC2)nn1 (stereo not given in full)	1	-16%
COc1ccc(CCn2c(=O)c3cccnc3n(Cc3cccc([N+](=O)[O-])c3)c2=O)cc1OC	.	?
C=CCn1c(Cc2cccs2)nnc1SCC(=O)Nc1cccc(OC)c1	.	?
CCN1CCN(C(=O)N(c2ccccc2)c2ccccc2)CC1	.	?
COc1cc2c(cc1OC)C(C)N(CCN1C(=O)c3ccccc3C1=O)CC2 (stereo not given)	-9	i
Cc1ccccc1S(=O)(=O)c1c(C)cc(C)n(C)c1=O	.	?
Cc1c([N+](=O)[O-])c([N+](=O)[O-])nn1CC(=O)N1CCOCC1	26	-1%
CCc1nnc(NC(=O)CSc2nc(C)c3c(c2C#N)CCCC3)s1	.	?
COC(=O)c1ccccc1NC(=O)c1ccco1	.	?
COCC(C)n1c(SCC(=O)N2CC(=O)Nc3ccccc32)nc2ccccc2c1=O (stereo not given)	-7	18%
Cc1ccc2nc3n(c(=O)c2c1)-c1ccccc1C(=O)NC3Cc1ccccc1 (stereo not given)	.	?
O=C(Nc1ccc(F)cc1)c1ccccc1F	.	?
COC(=O)CC(NC(=O)c1ccco1)c1cccc2ccccc12 (stereo not given)	.	?
O=S(=O)(c1ccccc1)N1CCN=C1SCc1cccnc1	3	6%
CCC(=O)Nc1cccc(C2=NOC3(C2)C[C@H](C(N)=O)N(C(=O)CC#N)C3)c1 (stereo not given in full)	12	0%
O=S(=O)(c1ccccc1)N1CCN(S(=O)(=O)c2ccc(F)cc2)CC1	-3	28%
CC1=C(C(=O)OCc2ccccc2)C(/C=C/c2ccccc2)N2C(=O)CCSC2=N1 (stereo not given)	.	?
O=C(CCl)NC1CCCc2ccccc21 (stereo not given)	9	-22%
O=C(CN(c1cc(C(F)(F)F)ccc1Cl)S(=O)(=O)c1ccccc1)NCc1cccnc1	.	?
CC(C)C(C(=O)OCC(=O)c1ccc2c(c1)NC(=O)CO2)N1C(=O)c2ccccc2C1=O (stereo not given)	.	?
O=C(CNC(=O)c1ccc(Oc2ccccc2)cc1)OC1CCCCC1=O (stereo not given)	-10	0%
C=CCOc1ccc2ccccc2c1CNc1ncn[nH]1	.	?
O=C(CNCC1CCCCC1)Nc1ccc(N2CCCCC2)cc1	.	?
Cc1nn(Cc2nc(-c3cccs3)no2)c(C)c1Br	.	?
CCOC(=O)c1ccc(NC(=O)C(=O)NCc2ccccn2)cc1	23	3%
Cc1cccc(NC(=O)CSc2n[nH]c(-c3ccncc3)n2)c1	-14	-2%
CC(C)CNC(=O)CSc1n[nH]c(=O)n1CCc1ccccc1	6	11%

# (further entries)
structure	S3 lipid droplet cell count max	S3 lipid droplet
Cc1ccc(C(=O)N/N=C\c2ccc(-c3ccc([N+](=O)[O-])cc3)o2)cn1	18	3%
COc1cc(OC)c(C(=O)NCC(c2cccs2)N(C)C)cc1OC (stereo not given)	.	?
O=C(COc1ccccc1)NS(=O)(=O)c1ccc(Cl)cc1	24	i
CCCCOc1cccc(C(=O)NC(=S)Nc2cccc(C(F)(F)F)c2)c1	.	?
Cc1ccccc1C(=O)N1CCC(C(=O)Nc2sccc2C(N)=O)CC1	.	?
CCOC(=O)C1CCN(CCC(=O)Nc2cc(C)ccc2C)CC1	-3	i
CCOC(=O)N1CCC(NC(=O)C(C)n2c3ccccc3c3cnn(C)c(=O)c32)CC1 (stereo not given)	.	?
Cc1ccc(CNC(=O)c2cc(-c3ccccc3)n(Cc3cc(C)no3)n2)cc1	.	?
COC(=O)C(CO)Nc1ncnc2onc(-c3ccc(F)cc3)c12 (stereo not given)	.	?
Cc1onc(-c2ccccc2)c1C(=O)N/N=C/c1c[nH]c2ccccc12	.	?
COCCN(C(=O)CSc1nnc(Nc2ccccc2F)s1)c1c(N)n(Cc2ccccc2)c(=O)[nH]c1=O	.	?
CCOC(=O)c1csc(NC(=O)CSc2nnnn2-c2cccc(OC)c2)n1	.	?
CCOC(=O)N1CCN(c2ccc(C(C)=O)cc2F)CC1	.	?
CCc1ccc(C(=O)Nc2nnn(CC)n2)cc1	-3	i
O=C(CN1C(=O)c2ccccc2S1(=O)=O)c1ccc(OC(F)F)cc1	2	-30%
O=C(NS(=O)(=O)Oc1ccccc1F)OC[C@@H]1CCCN2CCCCC12 (stereo not given in full)	.	?
COc1cc(C(c2sc3nc(C)nn3c2O)N2CCOCC2)cc(OC)c1OC (stereo not given)	-4	3%
CC(=O)Nc1cccc(NC(=O)c2cc(-c3cccnc3)nc3ccc(Br)cc23)c1	1	-25%
CN1CCN(C(=O)c2ccc(F)c(F)c2)CC1	0	15%
Cc1cc(C(F)(F)F)c(C#N)c(Sc2ccccc2)n1	.	i
CCCN(CC(=O)Nc1ccccc1C)C(=O)C1CC(=O)N(c2ccc(C)cc2)C1 (stereo not given)	.	?
CCCCNC(=O)c1cn(C)c2ccc(S(=O)(=O)N3CCCC3)cc2c1=O	-7	i
CCCCN(C)C(=O)c1nc2ccccn2c1CN(C)Cc1csc(C)n1	0	5%
CN(Cc1ccccc1)C(=O)C1CCN(S(=O)(=O)c2ccc(-n3cnnn3)cc2)CC1	.	?
COc1ccc(/C=N/NC2=NCCCCC2)c(OC)c1	.	6%
CC1(C)C(=O)C2(CCCC2)C(=O)OC1c1ccco1 (stereo not given)	.	?
CCOC(=O)N1CCC(NC(=O)CCc2cn(C)c3ccccc23)CC1	.	?
CC(C)NC(=S)NCc1cccnc1	-9	-3%
CCCCNC(=O)CSc1nnc(Cc2ccccc2)n1CC	-7	-5%
CCOC(=O)c1cc2c(ccn2C)n1CC(=O)N1CCN(c2ccccc2OC)CC1	-14	11%

# Laid out differently: entries from further up
> O=C(CNCC1CCCCC1)Nc1ccc(N2CCCCC2)cc1
  S3 lipid droplet cell count max: . | S3 lipid droplet: ?
> Cc1nn(Cc2nc(-c3cccs3)no2)c(C)c1Br
  S3 lipid droplet cell count max: . | S3 lipid droplet: ?

# New compounds follow
structure	S3 lipid droplet cell count max	S3 lipid droplet
CN(C(=O)COC(=O)c1ccc[nH]c1=O)C1CCCCC1	.	?
COc1cc2c(C(=O)N(C)c3ccc(F)cc3)cn(C)c(=O)c2cc1OC	-29	20%
COc1cccc(C2CC(c3ccccc3OC)n3ncnc3N2)c1 (stereo not given)	.	?
CC(/C=N/NC(=O)c1n[nH]c2c1CCC2)=C\c1ccccc1	.	?
COc1ccc(NS(=O)(=O)c2cccc(C(=O)N/N=C/c3ccc4c(c3)OCCO4)c2)cc1	.	i
O=C(Nc1nnc(S(=O)(=O)N2CCCCC2)s1)c1ccccc1Br	.	?
CCCCn1nnnc1SCC(=O)N1CCOCC1	.	?
O=C(CN1CCCSc2ccccc21)N1CCN(S(=O)(=O)c2ccccc2)CC1	11	18%
O=C(CCCn1c(=S)[nH]c2cc3c(cc2c1=O)OCO3)N1CCN(C2CCCCC2)CC1	-3	15%
O=C(c1ccc2n[nH]nc2c1)N1CCN(c2ccc(C(F)(F)F)cn2)CC1	-27	i
Cc1c(CC(=O)N2CCN(C(=O)C3COc4ccccc4O3)CC2)c(=O)oc2cc(O)cc(O)c12 (stereo not given)	-6	i
Cn1c(SCC(=O)Nc2ccccc2F)nc2c(c1=O)SCC2	.	?
CCN(CC)C(=O)c1sc(NC(=O)c2ccoc2C)c(C(=O)OC)c1C	.	?
NC(=S)N/N=C/c1ccccc1O	7	-7%
Cc1cc(=O)n(CC(=O)O)c2ccccc12	2	-4%
COc1ccc(C(c2sc3nc(C)nn3c2O)N2CCCCC2)cc1 (stereo not given)	10	4%
Cc1ccc(S(=O)(=O)Cn2nnnc2C(c2ccc(F)cc2)N2CCC(C(N)=O)CC2)cc1 (stereo not given)	8	i
COc1ccc(-n2nc(C(=O)NCC(=O)Nc3cccc(NC(C)=O)c3)c3ccccc3c2=O)cc1	.	?
Cc1ccc(OCCNC(=O)CCC(=O)N2CCOCC2)cc1	.	?
O=C(Nc1cccc(F)c1)C1CCN(S(=O)(=O)c2cnc[nH]2)CC1	.	?
COc1ccc(-c2nnc(SCc3ccccc3)n2N)cc1	.	22%
N#Cc1ccsc1NC(=O)COC(=O)c1cc2ccccc2cc1O	.	?
COc1ccccc1C(=O)Nc1ccc(Cc2ccncc2)cc1	.	?
CSCCC(=O)NC1CC(C)(C)Cc2c1cnn2-c1ccccc1C (stereo not given)	13	11%
O=C(NNC1=C(C(=O)C(F)(F)F)CCC1)c1ccc(Br)cc1	13	i

# By substructure, the entries above with an NH in an aromatic ring
structure	S3 lipid droplet cell count max	S3 lipid droplet
Cc1sc2nc(C(C)Sc3nnc(C)n3-c3ccccc3)[nH]c(=O)c2c1C (stereo not given)	.	?
Cc1ccc(-c2[nH]nc3c2C(C)C(C#N)=C(N)O3)cc1 (stereo not given)	.	?
COc1ccc(NC(=O)c2cc(S(=O)(=O)N3CCCC3)c[nH]2)cc1	.	?
C=CCOc1ccc2ccccc2c1CNc1ncn[nH]1	.	?
Cc1cccc(NC(=O)CSc2n[nH]c(-c3ccncc3)n2)c1	-14	-2%
CC(C)CNC(=O)CSc1n[nH]c(=O)n1CCc1ccccc1	6	11%
Cc1onc(-c2ccccc2)c1C(=O)N/N=C/c1c[nH]c2ccccc12	.	?
COCCN(C(=O)CSc1nnc(Nc2ccccc2F)s1)c1c(N)n(Cc2ccccc2)c(=O)[nH]c1=O	.	?
CN(C(=O)COC(=O)c1ccc[nH]c1=O)C1CCCCC1	.	?
CC(/C=N/NC(=O)c1n[nH]c2c1CCC2)=C\c1ccccc1	.	?
O=C(CCCn1c(=S)[nH]c2cc3c(cc2c1=O)OCO3)N1CCN(C2CCCCC2)CC1	-3	15%
O=C(c1ccc2n[nH]nc2c1)N1CCN(c2ccc(C(F)(F)F)cn2)CC1	-27	i
O=C(Nc1cccc(F)c1)C1CCN(S(=O)(=O)c2cnc[nH]2)CC1	.	?
